High-throughput results: PubChem, National Center for Advancing Translational Sciences (NCATS)
S3 lipid droplet: qHTS Assay for Lipid Storage Modulators in Drosophila S3 Cells; Drosophila S3 cells, BODIPY lipid droplet fluorescence, 18-24 h; cells fed with added oleic acid; lipid storage change, negative = inhibition, % at the top dose, mostly 46.1 µM; hits show Potency in µM; hit rate 0.64% among 320,000; active = well fitted inhibition curve with a large enough effect in the signal ratio, with a control signal flat, not every such curve was filed as active; inconclusive = small, poorly fitted or top-dose-only effect, or effect the other way, or a change in a side signal; the % refers to the signal ratio
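Drosophila S3 cells got compounds at several concentrations plus oleic acid (400 uM solution). Laser-scanning cytometry with 488 nm excitation read lipid droplets at 500-530 nm and cells at 575-640 nm. Percent activity was relative to 20 uM Triacsin C.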
S3 lipid droplet cell count max: also measured in S3 lipid droplet; calls as there; cell number change, %; measured here: cell count max response;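 cells counted by Cell Tracker Red CMTPX staining in the red channel; peak over a dose series mostly up to 46.1 µM; percent activity relative to internal control wells on each plate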
Starred values were filed as active, the others as inactive; i = inactive; ? = inconclusive; nt = no result given; [ ] = another dose, or the depositor's remark. % is set by controls: 0 for no effect and ±100 for the full control effect; potency is the fitted concentration of half-maximal effect. This is a subset; count on the stated rates, not on these rows.

SMILES	S3 lipid droplet	S3 lipid droplet cell count max
Cn1c(=O)c2c(ncn2CC(=O)OCC(=O)Nc2ccccc2)n(C)c1=O	?	nt
O=C(CCN1CCN(c2ccccc2F)CC1)Nc1ccccc1F	10%	-11
COc1ccc(S(=O)(=O)N2CCC(N3CCN(Cc4ccccc4)CC3)CC2)cc1	3%	1
COCCOC(=O)/C=C1/NC(=O)CS1	?	nt
COc1ccc(CCCc2nnc(SCC(=O)Nc3ccc(OC)cc3)o2)cc1	6%	nt
CS(=O)(=O)N(CC(=O)Nc1ccc(F)cc1)C1CCCCC1	?	nt
NS(=O)(=O)c1cccc(NC(=O)Cn2nc(C(=O)O)c3ccccc3c2=O)c1	?	nt
CCCOc1ccccc1C1NC(=O)NC(C)=C1C(=O)OCCOCC (stereo unspecified)	14%	5
COc1cc2c(cc1NC(=O)Nc1ccc(C)cc1)oc1ccccc12	?	nt
O=C(O)c1ccc2c(=O)[nH]c(CCl)nc2c1	?	nt
CC(C(=O)OCc1nnc(-c2ccccc2)o1)N1C(=O)C2CCCCC2C1=O (stereo unspecified)	3%	-8
O=C(O)c1ccc(-n2nnnc2Oc2ccccc2C(=O)N2CCOCC2)cc1	?	nt
CCSCCc1nnc(NC(=O)Nc2cccc(C(F)(F)F)c2)s1	21µM*	-22*
CCN(CC)C(=O)n1cnc(-c2ccccc2)c1-c1ccccc1	?	nt
CCCCN(C(=O)c1ccc2c(c1)OCO2)c1ccccc1	6%	3
COc1cccc(C(=O)Nc2cccc(-c3ccc4nncn4n3)c2)c1OC	4%	1
CCc1cc2c(=O)oc(-c3ccccc3F)nc2s1	i	-21
COc1ccc(-n2c(SCC(=O)Nc3ccc(C)cc3)nc(O)c(Cc3ccccc3)c2=O)cc1	?	nt
Cc1c(Cl)cccc1NC(=O)CC1SCCNC1=O (stereo unspecified)	i	9
O=C(Nc1ccc(N2CCOCC2)cc1)c1cccc(S(=O)(=O)N2CCCCC2)c1	i	-5
c1ccc(-c2ncc(CN3CCN(c4ccccn4)CC3)[nH]2)cc1	0%	30
CCCCN(C(=O)c1ccc2c(c1)OCO2)C1CCS(=O)(=O)C1 (stereo unspecified)	25%	nt
CCOc1cccc(CNCCSc2nnnn2C)c1	23%	11
CNC(=O)c1ccc(-n2nc(C)cc2-c2ccccc2)cc1	2%	14
COc1ccccc1-c1cc(C(=O)Nc2cccnc2)no1	?	nt
CCCC(=O)Nc1cccc(NC(=O)c2ccc(C)c([N+](=O)[O-])c2)c1	-1%	1
Fc1ccc(N2CCN(/C=C/c3nnnn3-c3ccccc3)CC2)cc1	?	nt
CC(=O)Nc1ccc(NC(=O)Nc2ccc(C)cc2C)cc1	?	nt
CC(C)(C)N1C(=O)c2ccc(C(=O)Nc3ccc(C(=O)O)cc3)cc2C1=O	-1%	-3
COCCSc1ccccc1C(=O)Nc1ccc([N+](=O)[O-])cc1OC	0%	3
COc1cccc(OC)c1C(=O)OCC(=O)N1CC(C)CC(C)C1 (stereo unspecified)	2%	-3
CCOC(=O)Cn1c2ccc(OC)cc2c2nc3ccccc3nc21	?	nt
COc1ccc(NC(=O)CSc2nccn2Cc2ccccc2)cc1	i	-42
O=C(NCC(=O)N1CCC2(CC1)NCCc1[nH]cnc12)c1ccc(Br)cc1	?	nt
CCCCC1(C)OC(=O)C(=Cc2ccc(N(C)C)cc2)C(=O)O1 (stereo unspecified)	?	nt
CCCCc1nc2sc3c(SCCN(C)C)ncnc3c2c2c1CCC2	?	nt
CCCn1nc(-c2nnc(-c3ccc(C)c(C)c3)o2)c2ccccc2c1=O	i	nt
CCC(=O)Nc1cccc(NC(=S)NC(=O)c2ccc(Cl)cc2Cl)c1	?	nt
COC(=O)CCCCC(=O)C1C(=O)CC(C)(C)C(C(=O)OC)C1=O (stereo unspecified)	?	nt
Cc1ccnc(SCc2cn3c(C)cccc3n2)n1	?	nt
COc1ccc2c(c1)CCC(C)N2S(=O)(=O)c1ccc(C2CNC(=O)C2)cc1 (stereo unspecified)	-6%	-18
CCN(CC)CCNC1=NCCn2c1cc1cc(OC)ccc12	?	nt
O=C(NCC1COc2ccccc2O1)c1c[nH]c2ccc(S(=O)(=O)N3CCOCC3)cc2c1=O (stereo unspecified)	20%	-13
N/C(COc1ccc(Cl)cc1)=N\NS(=O)(=O)c1ccccc1	i	nt
C=CCOc1ccc(/C=N/O)cc1Cl	16%	1
COc1ccc2cc(/C=N/NC(=O)c3c(Cl)cnn3C)c(Cl)nc2c1	3%	-14
Cc1ccc(C(CNS(=O)(=O)c2ccccc2)N2CCN(C)CC2)cc1 (stereo unspecified)	i[0.0737 µM]	nt
CCCn1c(SCC(=O)N2CCCC2=O)nc2ccccc2c1=O	?	nt
Cc1ccc(-c2ccc(/C=N/N3C(=O)C4C5C=CC(C6CC56)C4C3=O)o2)c([N+](=O)[O-])c1 (stereo unspecified)	?	nt
Nc1nc(NCc2ccccc2)nc(Nc2ccc(F)cc2)c1[N+](=O)[O-]	9%	-2
CCOc1ccc(NC(=O)CCNS(=O)(=O)c2cccs2)cc1	?	nt
CN(C)CCNC(=O)c1c(O)c2c([nH]c1=O)CCCC2	i	15
COc1cc(CCC(=O)OCC(=O)Nc2cccc(S(=O)(=O)N(C)C)c2)cc(OC)c1OC	i	-1
Cc1cccc(-n2ncc3c2CCCC3NC(=O)C2(C(N)=O)CC2)c1C (stereo unspecified)	?	nt
CCOC(=O)CSc1cc(C(F)(F)F)nc(-c2ccccn2)n1	i	18
COc1cccc(-c2nc(CS(=O)(=O)CC(=O)NC3CC3)c(C)o2)c1	-7%	16
O=S(=O)(Cc1ccc(Cl)cc1)N1CCCCCC1	?	nt
Cc1oc(C(C)(C)C)cc1C(=O)N1CCN(C(c2ccccc2)c2ccccc2)CC1	-3%	1
O=C(O)CCCC(=O)N1CCN(c2cccc(Cl)c2)CC1	?	nt
COC(=O)c1sccc1NC(=O)CSCCc1ccccn1	5%	nt
(list continues)
SMILES	S3 lipid droplet	S3 lipid droplet cell count max
CC1CCCCN1C(=O)COC(=O)c1ccc2c(c1)C(=O)N(Cc1ccco1)C2=O (stereo unspecified)	?	nt
CCOC(=O)N1CCN(C(=O)CS(=O)Cc2nc(-c3ccc(OC)c(OC)c3)oc2C)CC1 (stereo unspecified)	i	8
NCc1oc(-c2ccccc2)cc1C(=O)O	?	nt
Cc1cc(OC(=O)c2cccs2)ccc1C(C)C	?	nt
O=C(NCC(c1cccs1)N1CCOCC1)c1cccc([N+](=O)[O-])c1 (stereo unspecified)	9%	10
CCOC(=O)c1cc(-c2ccccc2)sc1NC(=O)c1ccc(OC)c(OC)c1	0%	-8
COc1ccccc1N1CCN(C(=O)c2cc3c(s2)-c2ccccc2OC3)CC1	?	nt
Cc1nc(N2CCN(C(=O)COc3ccccc3)CC2)c2c(C)c(C)sc2n1	?	nt
CCOC(=O)CSc1nc2c(sc3ccccc32)c(=O)n1CCCN1CCOCC1	?	nt
CC(=O)c1cccc(NC(=O)c2csc3c2CCCCC3)c1	3%	-16
CC(C)=CC(=O)Nc1ccccc1Br	?	nt
O=C(Nc1nc(-c2ccc(Cl)cc2)cs1)NC1CCCCC1	?	nt
CCC(=O)/C=C1\Sc2ccccc2N1CC	?	nt
COc1cc(NC(C)C(=O)N2CC(C)OC(C)C2)cc(OC)c1 (stereo unspecified)	?	nt
Cc1ccc(NC(=O)CCn2cnc3cc(C)c(C)cc32)cc1	-3%	6

Fetched by structure from the entries so far:
SMILES	S3 lipid droplet	S3 lipid droplet cell count max
O=C(Nc1nc(-c2ccc(Cl)cc2)cs1)NC1CCCCC1	?	nt
Cc1cc(OC(=O)c2cccs2)ccc1C(C)C	?	nt
CC(=O)c1cccc(NC(=O)c2csc3c2CCCCC3)c1	3%	-16

New compounds follow:
SMILES	S3 lipid droplet	S3 lipid droplet cell count max
CCOC(=O)CC(=O)CSc1nccc(-c2cccnc2)n1	i	nt
Cc1cccc(C)c1NC(=O)CNC(=O)CCC(=O)c1cccs1	8%	15
COC(=O)c1cc(C(=O)NCc2ccccc2)c(=O)[nH]c1C	?	nt
Clc1cccc(N/N=C/c2ccc(N3CCOCC3)s2)c1	-1%	1
COc1cccc(N2CCN(CC(=O)Nc3ccc(SC(F)F)cc3)CC2)c1	16%	-15
O=C(O)c1c[nH]ccc1=O	?	nt
CCN(CC(=O)Nc1ccc(NC(C)=O)cc1)C(=O)CC1OC(=O)c2ccccc21 (stereo unspecified)	i	-9
CCOC(CCn1c(SCc2ccc([N+](=O)[O-])cc2)nc2ccccc2c1=O)OCC	1%	-15
COc1ccccc1C(=O)NC(C)c1ccccc1 (stereo unspecified)	?	nt
Cc1ccc(N(CC(=O)NC2CCCCC2)S(=O)(=O)c2c(C)noc2C)cc1	i	-9
Cc1cccc(NC(=O)COC(=O)CCc2ccccc2)c1C	?	nt
O=C(Oc1ccc(F)c(F)c1)c1ccc2c(=O)n3c(nc2c1)CCC3	?	nt
O=C(CSc1nc(C2CC2)nc2c1cnn2-c1ccccc1)Nc1c[nH]c(=O)[nH]c1=O	?	nt
Cc1cccc(OCC(=O)N2CCC(c3ccccc3)C2)c1 (stereo unspecified)	?	nt
Cc1ccc(NS(=O)(=O)c2cc(NC(=O)c3cc4c(s3)CCCC4)ccc2C)c(C)c1	?	nt

Sorted by the number under S3 lipid droplet cell count max (ascending): some entries from above.
SMILES	S3 lipid droplet	S3 lipid droplet cell count max
CCOC(CCn1c(SCc2ccc([N+](=O)[O-])cc2)nc2ccccc2c1=O)OCC	1%	-15
Cc1ccc(N(CC(=O)NC2CCCCC2)S(=O)(=O)c2c(C)noc2C)cc1	i	-9
Clc1cccc(N/N=C/c2ccc(N3CCOCC3)s2)c1	-1%	1

Entries of single compounds, quoted from the list.
Entry for Cc1cccc(C)c1NC(=O)CNC(=O)CCC(=O)c1cccs1 → S3 lipid droplet = 8%; S3 lipid droplet cell count max = 15
Entry for COc1cccc(N2CCN(CC(=O)Nc3ccc(SC(F)F)cc3)CC2)c1 → S3 lipid droplet = 16%; S3 lipid droplet cell count max = -15
Entry for O=C(O)c1c[nH]ccc1=O → S3 lipid droplet = ?; S3 lipid droplet cell count max = nt

Further compounds
SMILES	S3 lipid droplet	S3 lipid droplet cell count max
COc1ccc(NC(=O)C23CC4CC(C2)CC(n2cnc(Br)n2)(C4)C3)c(C)c1	2%	-20
COc1ccc(S(=O)(=O)NNC(=O)c2cc3c4ccccc4n(C)c3s2)cc1	?	nt
COc1ccc(S(=O)(=O)N2CCC(C(=O)NCC3CCCO3)CC2)cc1 (stereo unspecified)	i	nt
N#C/C(=C\c1ccc(N2CCOCC2)o1)C(=O)N1CCOCC1	?	nt
O=C(CCl)N1c2ccccc2OCC1c1ccccc1 (stereo unspecified)	i	-20
CN(C)CCCNC(=O)c1cc(S(=O)(=O)N2CCOCC2)ccc1F	i	nt
CC(=O)NCCn1c(SCC(=O)NCC2CCCO2)nc2ccccc2c1=O (stereo unspecified)	-6%	-21
Cc1ccc(C(CC(=O)O)Nc2nc(N3CCOCC3)nc(N3CCOCC3)n2)cc1 (stereo unspecified)	1%	-2
Cc1ccc([N+](=O)[O-])cc1S(=O)(=O)N1CCN(C)CC1	?	nt
Cc1ccc(S(=O)(=O)Nc2ccc3c(c2)c2c(n3S(=O)(=O)c3ccc(C)cc3)CCCC2=O)cc1	?	nt
COc1ccc(Nc2n[nH]c(C)c2[N+](=O)[O-])cc1	?	nt
COc1ccc(C(=O)O)cc1S(=O)(=O)N1CCSCC1	?	nt
Cc1cc(=O)[nH]c(-n2[nH]c3c(c2=O)CCCC3)n1	?	nt
Cc1cc(N2CCN(c3ccccc3)CC2)n2cc(-c3ccccc3)nc2n1	0%	1
O=C1CCc2cc(S(=O)(=O)NC(Cc3ccccc3)C(=O)NCCC3=CCCCC3)ccc2N1 (stereo unspecified)	?	nt
CC1CCCC(NC(=O)C2CCCN2S(=O)(=O)c2cccc3nsnc23)C1C (stereo unspecified)	?	nt
CS(=O)(=O)N(Cc1ccc(C(=O)NCCSc2ccccn2)cc1)c1ccccc1	-16%	-14
O=C(NCCCn1ccnc1)c1cccc(S(=O)(=O)N2CCCCCC2)c1	?	nt
Cc1ccc(NC(=O)C(=O)NCCN2CCN(S(=O)(=O)c3ccccc3)CC2)cc1C	?	nt
O=C(c1cc(-c2cccc(Cl)c2)on1)N1CCCCCC1	?	nt
Cc1ccc(N(Cc2ccc(C(=O)NN=C3CCN(C)CC3)cc2)S(C)(=O)=O)cc1C	14%	1
N#Cc1ccc2[nH]cc(CCO)c2c1	?	nt
CN(C)c1ccc(/C=N\NC(=O)c2cccc3cc[nH]c23)cc1	6%	-12
C=CCSC1=N/C(=C\c2ccc(C(=O)O)cc2)C(=O)S1	?	nt
O=C(COc1ncnc2ccccc12)Nc1cccc([N+](=O)[O-])c1	?	nt
CS(=O)(=O)Nc1ccc(C(=O)NCC2CCCO2)cc1 (stereo unspecified)	?	nt
COCCn1c(N2CCN(c3ccc(OC)cc3)CC2)nc2c1c(=O)n(C)c(=O)n2C	4%	3
CCc1c(SCCC(=O)O)nc2ccccc2c1C	?	nt
CCCCC(=O)OCC(=O)c1ccc(OCC)cc1	3%	-2
CCC(=O)Nc1ccc(-c2cc3ccccc3oc2=O)cc1	-10%	2
Cc1cccc(NC(=O)Cn2cnc3c(cnn3-c3ccc(F)cc3)c2=O)c1C	i	nt
Cc1ccc(C)n1-c1ccc(C(=O)Nc2ccccc2F)cc1	9%	0
